CendR NRP1 mod: alters CendR peptide binding to human NRP-1; 360,000 tested, 0.85% active; inhibition, % at 25 µM; FAM-RPARPAR peptide binding to NRP-1, fluorescence polarization; O14786;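 active = inhibition or corrected inhibition above about 18%, plus a signal ratio from 0.5 to 1.5, limit read from the data, passing the limit was not always enough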; note: strong numbers were not always called active
SKN-1 block: inhibitors of C. elegans SKN-1; C. elegans VP596 Pgst-4::GFP/RFP ratio, acrylamide-induced, 24 h; inhibition, % at 21.8 µM; 360,000 tested, 0.49% active; AID 624304;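 active = interference check ratio from 0.5 to 1.5 plus GFP to RFP signal ratio inhibition reaching or exceeding a fixed threshold, cut at about 30% in these data, passing the limit was not always enough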; note: some compounds called inactive have numbers as strong as hits
MT1-MMP act inh: MT1-MMP (human) activation inhibition. P50281. HT1080 RFP-PRO-GFP cells, GFP/RFP ratio fluorescence, overnight; percent of plate control window, DMSO zero. GFP/RFP ratio change, % at 20 µM. 360,000 tested, 0.061% active. AID 651647;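 active = GFP/RFP ratio change of at least 30% with cell ATP level not reduced by more than half and red fluorescence within 50% of control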; note: strong numbers were not always called active
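Assay system: HT1080 cells carrying an RFP-PRO-GFP reporter | Dosing: Single dose of 20 µM compound, 1% DMSO final | Incubation: Cells overnight before dosing, compound overnight, 37 °C, 5% CO2 | Evaluation: GFP/RFP fluorescence ratio | Control set: DMSO and RFP-L50D-GFP cell wells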
Tb MetRS inh: blocks T. brucei methionyl-tRNA synthetase activity. purified T. brucei MetRS, ATP depletion, Kinase-Glo luminescence. inhibition, % at 11.9 µM. 360,000 tested, 0.4% active. AID 624268;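 active = inhibition above a per-plate cutoff of the control wells' mean inhibition plus 3 SD, cut at about 5.5% in these data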;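 note: 0% = DMSO wells median and 100% = median of wells with control inhibitor compound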
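Dosing: 11.9 µM compound single dose, 0.9% DMSO; Assay system: purified T. brucei MetRS enzyme; Measured by: Kinase-Glo luciferase luminescence reporting remaining unconsumed ATP; Schedule: 15 min plus 2 h at 25 °C.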
FAS TE block: inhibitors of human fatty acid synthase thioesterase domain; P49327; recombinant FAS-TE, OMFH fluorogenic substrate, fluorescence endpoint; inhibition, % at 15 µM; 360,000 tested, 0.67% active;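 active = compounds whose normalised, plate-corrected inhibition of enzyme fluorescence in the single-dose primary screen is 50% or more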;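 note: 0% = DMSO with enzyme and 100% = substrate without enzyme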
MsrA inhibitor: bovine MsrA inhibition; 360,000 tested, 0.75% active; inhibition, % at 15.5 µM; purified bovine MsrA, absorbance read-out; AID 651718; in the data active = inhibition above about 4.5%;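 note: 0% = vehicle wells with enzyme and 100% = reference inhibitor wells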
MsrA act: bovine methionine sulfoxide reductase A activation; activation, % at 10.6 µM; purified bovine MsrA, absorbance read-out; 360,000 tested, 0.3% active; AID 602163; in the data active = activation above about 7.5%;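 note: 0% = vehicle and 100% = reference activator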
E coli Lon inh: E. coli protease La inhibition; AID 602123; inhibition, % at 7.94 µM; P0A9M0; purified E. coli Lon protease, fluorescence polarization; 360,000 tested, 0.42% active; in the data active = inhibition above about 13%, passing the limit was not always enough;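 note: 0% = enzyme with probe and DMSO and 100% = no enzyme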
PABP1 MLLE inh: inhibitors of microRNA-mediated deadenylation, human PABP1 MLLE binding; GST-MLLE / FITC-PAM2 fluorescence polarization; inhibition, % at 20 µM; 360,000 tested, 0.36% active; AID 588489; in the data active = inhibition above about 35%, passing the limit was not always enough;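 note: plate controls were DMSO wells with GST-MLLE for no effect and wells lacking GST-MLLE protein for full effect; some results filed as inactive read as strong as hits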
Target sequence (P11940 whole entry, looked up): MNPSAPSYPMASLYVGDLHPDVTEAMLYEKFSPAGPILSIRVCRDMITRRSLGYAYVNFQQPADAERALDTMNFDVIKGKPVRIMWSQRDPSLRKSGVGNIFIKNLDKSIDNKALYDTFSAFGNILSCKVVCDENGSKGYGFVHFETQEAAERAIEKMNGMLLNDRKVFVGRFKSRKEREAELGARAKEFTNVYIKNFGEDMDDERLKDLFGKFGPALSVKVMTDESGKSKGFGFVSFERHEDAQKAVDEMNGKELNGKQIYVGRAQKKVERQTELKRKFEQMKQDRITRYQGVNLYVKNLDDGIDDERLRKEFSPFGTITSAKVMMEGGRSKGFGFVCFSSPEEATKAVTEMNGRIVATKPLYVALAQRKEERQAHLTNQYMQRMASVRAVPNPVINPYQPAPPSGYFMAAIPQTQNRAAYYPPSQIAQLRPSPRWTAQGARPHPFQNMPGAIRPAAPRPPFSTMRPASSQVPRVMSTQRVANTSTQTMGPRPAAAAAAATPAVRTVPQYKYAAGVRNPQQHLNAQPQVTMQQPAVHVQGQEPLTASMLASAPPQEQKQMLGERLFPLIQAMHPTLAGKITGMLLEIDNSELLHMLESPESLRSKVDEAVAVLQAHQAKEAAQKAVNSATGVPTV
* marks the source's active call; other numbers are inactive results; x = no result given; & = joins results of further samples. Compounds were not picked by outcome; 4% or so of the library scored in one or more.

SMILES	CendR NRP1 mod	SKN-1 block	MT1-MMP act inh	Tb MetRS inh	FAS TE block	MsrA inhibitor	MsrA act	E coli Lon inh	PABP1 MLLE inh
CCOc1ccc2nc(N3CCC(C(=O)NCCCN4CCOCC4)CC3)sc2c1	-16	-11	5	-0.5	-4	-0.7	-2	0	6
Cc1ccc(OCc2nnc(-c3ccc(Cl)cc3)o2)cc1	0	-5	6	-1.1	24	-0.5	-12	9	1
C(=N/n1c2ccccc2c2ccccc21)/c1ccco1	2	51*	21	-1.3	27	1.2	-2	8	3
COc1ccccc1NC(=O)N1C2CCCC1CC(NC(=O)c1ccccc1)C2 (stereo not drawn)	-23	-2	1	-0.1	-2	-0.2	-1	-4	-15
COc1ccc(CCC(=O)N2c3ccccc3N=C(c3ccc4c(c3)OCO4)C2C(=O)NCc2ccccc2)cc1 (stereo not drawn)	-11	-3	-11	-1.3	x	3.5	x	x	x
Cc1nc2c(=O)[nH]c(=S)[nH]c2[nH]c1=O	-166	-5	-17	0.0	-6	2.2	0	-204	-3
Cc1ccc(-n2c(SCC(N)=O)nc3c(c2=O)C2(CCCC2)Cc2ccccc2-3)cc1	1	1	4	-0.1	28	1.1	-1	4	-11
Cc1cc(C)nc(NC(=O)c2ccc(Cl)cc2)n1	12	12	3	-0.5	-1	-1.8	-1	0	4
O=[N+]([O-])c1ccc(N2CCc3ccccc3C2)nc1	16	-7	4	-0.1	15	2.4	-2	6	-5
CC(C)c1ccc(CNC(=O)C(=O)Nc2nccs2)cc1	6	-10	7	0.0	-5	0.1	-1	-1	2
CC(=O)c1cccc(NC(=O)Cn2c(=O)oc3cc(S(=O)(=O)N4CCCC4)ccc32)c1	10	-3	1	0.5	-4	-0.4	-4	2	9
N#Cc1ccc(-c2ccc(OCC(=O)NN=Cc3ccncc3)cc2)cc1	-5	-9	0	0.0	-3	0.4	-3	-10	3
Cc1ccc(C2(C)NC(=O)N(CC(=O)N3CCN(S(=O)(=O)c4ccc(Cl)s4)CC3)C2=O)cc1 (stereo not drawn)	-6	12	0	0.3	10	-0.1	-2	7	-4
COC(=O)c1cccc(CSc2nc3ccccc3[nH]2)c1	-6	-9	0	0.5	-7	0.1	-2	2	-26
COCCCNCCCCSc1ccc(Cl)cc1	3	-5	2	-1.0	-8	-0.9	-7	15	8
CCCSc1nc2c([nH]1)c(=O)n(C)c(=S)n2C	3	-1	5	-0.2	-5	1.3	-2	-5	-58
O=C(c1ccco1)n1c(=S)nc2ccccn21	-6	3	6	-1.0	-10	2.5	-3	-12	25
Cc1ccc(Nc2ccc(NCc3ccccc3)nn2)cc1C	-6	10	0	-1.0	-18	0.2	2	-2	-4
CSCCC(NC(=O)c1ccccc1Cl)C(=O)N(C)Cc1cccs1 (stereo not drawn)	-2	8	-4	-0.3	2	-0.7	-4	-1	14
O=C(NCCc1ccccc1)C1CC(=O)N(C2CCCCCC2)C1 (stereo not drawn)	-8	7	-1	-0.7	-1	-0.6	-2	3	4
CS(=O)(=O)N1N=C(c2cccs2)CC1c1ccc(Cl)o1 (stereo not drawn)	-10	-5	-2	-0.8	-1	-0.1	-4	-3	-3
O=C(Nc1ncc2c(n1)-c1ccccc1CC2)c1cccc(Cl)c1	1	1	-3	-0.8	8	0.9	-11	-2	-8
CCCCOc1ccc(C(=O)O)cc1	8	-19	4	-1.0	-7	0.8	-1	-7	-6
O=C(CNCC1CCCO1)Nc1ccc([N+](=O)[O-])cc1C(=O)Nc1ccccc1F (stereo not drawn)	-6	-7	-2	0.5	18	2.7	-6	2	4
COC(=O)c1ccc(CS(=O)(=O)c2ccc(C)cc2)cc1	-11	-3	-3	-0.7	1	-0.5	-2	-2	4
O=C(Nc1cccnc1)C1CCN(S(=O)(=O)c2cccc3nonc23)CC1	-4	-1	-1	-1.2	-6	0.6	-10	-5	6
COc1ccc(-c2nc3c(c(SCC(=O)N4CCOCC4)n2)Cc2c(CO)cnc(C)c2O3)cc1	-48	16	11	-0.3	-3	1.5	-5	2	10
O=c1[nH]c(SCc2nc3ccccc3c(=O)n2-c2ccccc2C(F)(F)F)nc2ccccc12	-4	10	-5	-0.3	5	-1.5	-2	7	-5
Cc1csc(NC(=O)CSC2=NCCS2)n1	9	-16	1	-0.4	-6	0.5	-5	-3	14
Cn1c(=O)c2[nH]c(N3CCN(c4cccc(O)c4)CC3)nc2n(C)c1=O	-3	4	0	-0.1	-3	-1.5	-3	2	1
CCCn1c(SCC(=O)Nc2nccs2)nnc1-c1cccnc1	1	0	4	-0.8	-11	-0.4	-12	-4	8
Cc1cc(C(=O)CN2C(=O)C(=O)N(C)C2=O)c(C)n1-c1cccc(S(=O)(=O)N2CCOCC2)c1	-9	-4	1	-0.5	-3	-0.6	3	5	8
CC(=O)NC1C(OCCOc2ccc(Cl)cc2Cl)OC(COC(C)=O)C(OC(C)=O)C1OC(C)=O (stereo not drawn)	4	-15	-1	-0.9	-6	2.1	-3	4	2
CC(C)CCNC(=O)NC(=O)CSc1nnc2ccccn12	2	-8	4	-1.3	-10	0.4	-9	3	-12
CC(=O)Oc1ccccc1Cn1c(C)c(C(=O)NCc2cccc([N+](=O)[O-])c2)sc1=O	7	1	5	0.1	11	-0.8	-4	5	10
CCc1ccc(C2CC(=O)NC(SCC(=O)OC(C)C)=C2C#N)cc1 (stereo not drawn)	-4	-2	3	0.3	8	-0.9	1	1	1
CN(C)c1ccc(C(=O)c2ccc(N(C)C)c(N)c2)cc1N	4	29	5	-0.2	-3	2.6	-3	-9	4
COc1ccccc1-c1nnc(SCC(=O)N2CC(C)CC(C)C2)o1 (stereo not drawn)	7	3	4	-1.2	-6	1.8	0	-10	0
NC(=O)c1ncn([C@@H]2O[C@H](CNCc3cc(Cl)ccc3OCc3ccc(Cl)cc3)[C@@H](O)[C@H]2O)n1	7	3	0	-0.9	-3	0.2	-5	2	-3
Cc1cccc(NC(=O)CCn2c(=O)oc3ccccc32)c1	12	-5	1	0.2	-3	-1.7	-1	-9	-1
N#Cc1ccc(N=c2ssnc2Cl)cc1	-3&4	2&-7	-4&1	0.3&-0.8	-10&-5	1.7	-3&-8	-8&9	24&-2
O=c1ccc2c(o1)/C(=C/C=C(Cl)Cl)CCC2	-15	20	-3	-0.6	4	0.1	-5	-3	5
O=C(C/C=N/OCc1ccc(F)cc1Cl)c1cnc(-c2ccccc2)s1	-8	15	-2	-1.7	2	1.0	-10	-7	-9
COc1cccc(-c2nnc(SCc3ccc(C#N)cc3)n2Cc2ccco2)c1	-5	-14	-2	-1.6	4	-1.1	-6	-8	-97
COc1ccc(OC)c(NC(=O)c2cc3oc4ccccc4c3cc2O)c1	6	-7	1	-0.9	1	-0.3	-2	3	-1

Structures listed so far that bear a hit mark in SKN-1 block.
compound | CendR NRP1 mod | SKN-1 block | MT1-MMP act inh | Tb MetRS inh | MsrA inhibitor | MsrA act | E coli Lon inh | PABP1 MLLE inh
C(=N/n1c2ccccc2c2ccccc21)/c1ccco1 | 2 | 51* | 21 | -1.3 | 1.2 | -2 | 8 | 3

Next part
SMILES	CendR NRP1 mod	SKN-1 block	MT1-MMP act inh	Tb MetRS inh	FAS TE block	MsrA inhibitor	MsrA act	E coli Lon inh	PABP1 MLLE inh
O=C(CN1CCN(c2ccccc2F)CC1)N1N=CCC1c1ccccc1 (stereo not drawn)	-3	1	2	-0.5	-4	-1.5	-2	3	4
CCC(C(=O)OCC(=O)Nc1ccc2[nH]c(=O)[nH]c2c1)c1ccccc1 (stereo not drawn)	-1	-3	-1	-0.4	-2	0.2	-3	-5	-3
CC1CCCCN1S(=O)(=O)c1ccc2[nH]c(=O)cc(C(=O)NCCCN3CCCCCC3)c2c1 (stereo not drawn)	4	15	-2	-0.5	-11	2.2	-5	3	-23
Cc1ccccc1NC(=O)Cn1c(=O)n(CC2CCCO2)c(=O)c2ccccc21 (stereo not drawn)	-18	18	4	-0.4	-3	-0.4	-4	6	-1
CCOc1ccc(CCNC(=O)c2[nH]c(C)c(C(C)=O)c2CC)cc1OCC	-4	-3	7	-0.1	-3	-0.8	-4	-7	14
O=C(N/N=C/c1cnc(N2CCOCC2)s1)c1ccccc1	8	7	-2	-0.3	-6	5.2*	-7	-6	3
CCN(CC)S(=O)(=O)c1ccc(N2CCOCC2)c(NC(=O)c2ccc(NC(C)=O)cc2)c1	-16	6	1	-0.7	-4	-1.0	-1	10	-7
CCOc1ccc(-n2nnnc2-c2nc3ccccc3s2)cc1	-9	2	-3	-1.6	8	0.1	-10	-4	4
Cc1ccc(N(C(=O)C2CCCC2)C2C=CS(=O)(=O)C2)cc1 (stereo not drawn)	0	18	4	-1.1	-2	-0.7	0	-10	4
COc1cc(NC(=O)c2nccnc2N)cc(C(=O)Nc2cccc(C(F)(F)F)c2)c1	-6&4	6&-10	2&11	-0.9&-0.2	17&17	2.3&-1.0	-4&-2	-3&-14	4&-7
Cc1ccc(S(=O)(=O)NCCCN2CCCC2)cc1	6	18	-1	-0.5	-4	-0.5	-2	0	7
COc1cc2c(cc1OC)CN(CC(=O)Nc1ccccc1C(=O)NCc1ccccc1)CC2	-13	-7	1	0.0	6	-1.2	0	-12	1
COc1cccc(C(=O)NCCCn2ccnc2)c1	1	6	-4	-0.8	-5	-0.5	-7	-11	-15
CSCC(=O)N1CCCC(N2CCN(c3ccc(F)cc3)CC2)C1 (stereo not drawn)	-2	-8	1	-1.3	-1	0.4	-2	-6	-6
COCCCN1C(=O)CS/C1=N\S(=O)(=O)c1ccccc1	8	-8	-12	0.1	-2	0.8	-1	-6	-6

As entered above:
MsrA inhibitor with CC1CCCCN1S(=O)(=O)c1ccc2[nH]c(=O)cc(C(=O)NCCCN3CCCCCC3)c2c1 (stereo not drawn) : 2.2
E coli Lon inh with CSCC(=O)N1CCCC(N2CCN(c3ccc(F)cc3)CC2)C1 (stereo not drawn) : -6

New compounds follow
SMILES	CendR NRP1 mod	SKN-1 block	MT1-MMP act inh	Tb MetRS inh	FAS TE block	MsrA inhibitor	MsrA act	E coli Lon inh	PABP1 MLLE inh
Cc1cc(C(=O)C(C(c2ccccc2)N2CCOCC2)N2CCOCC2)ccc1Cl (stereo not drawn)	6	-25	-1	-0.6	18	0.8	-8	-8	-4
C1=C(c2sc3ccccc3c2-c2ccc(OCCN3CCOCC3)cc2)CCCC1	-10	8	-8	-0.2	21	-0.4	-3	15	-2
COc1ccc(CCN(C)C(=O)c2cc(-c3ccccc3)nc3ccccc23)cc1OC	-9	8	-3	0.0	3	0.5	-3	3	1
CCc1ccc(NC(=O)CS(=O)CC(=O)N2CCN(c3ccccc3F)CC2)cc1 (stereo not drawn)	13	-17	-1	0.1	-2	0.0	-3	3	-3
CC(=O)NC(=S)Nc1ccc2oc(=O)ccc2c1	-12	-8	1	-0.4	-6	1.6	0	6	4
O=C(c1ccccc1SCc1ccccc1)N1CCCCCC1	-9	11	-5	0.0	3	-0.3	-5	-4	-18
CC(=O)N1c2ccccc2N=C(c2ccc3c(c2)OCO3)C1C(=O)NCc1ccccc1 (stereo not drawn)	1	8	7	0.4	x	1.4	x	x	x
COc1ccccc1NS(=O)(=O)c1ccc2oc(SCc3ccc(C#N)cc3)nc2c1	-6	10	-9	0.8	39	0.2	-2	-12	-89
O=c1cc(-c2ccccc2)[nH]c2cc(Cl)ccc12	-2	-9	12	-0.1	-7	0.4	-5	-6	-12
O=C(O)CSc1c(-c2ccccc2)[nH]c2ccccc12	-2	-1	1	-0.4	-11	-0.5	-3	1	10
